# Screening results deposited in PubChem by several laboratories.
# WT yeast gro inh: growth inhibition of WT strain, primary screen, mitochondrial fusion inhibitor project, WT and mutant strains, chemical genetic | mitochondrial fusion phenotypic screen | inhibition, % at 10 µM | 190,000 tested, 2.1% active | AID 1362, 2008; in the data active = inhibition above about 58%; tested in S. cerevisiae
# MT stabilizer: microtubule stabilizers in HeLa cells, primary screen, imaging, high-content imaging; HeLa tubulin immunostaining HCS, 24 h; share of cells brighter than vehicle mean+2SD; % tubulin-high responders, % at 10 µM; 200,000 tested, 0.83% active;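 active = plate Z-score above 3 for both tubulin-high and condensed-nucleus cell shares, with cell loss under 80%, at 10 µM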;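 also: anti alpha tubulin signal scored within the nucleus-defined area of each cell; some results filed as inactive read as strong as hits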
# b-catenin transl: modulators of beta-catenin nuclear translocation, primary screen, imaging, HeLa cells, immunofluorescence, high-content. nuclear translocation activity, % at 5 µM. 190,000 tested, 0.3% active;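 active = nuclear translocation activity above 50% at 5 µM, with a well cell count of 50 or more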;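 also: per-cell ratio of nuclear to cytoplasmic median beta-catenin stain intensity; plate controls were DMSO negative control for no effect and GSK-3 inhibitor IX positive control for full effect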
#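 Test system: human HeLa cells, native beta-catenin. Compound dosing: 5 µM primary single dose, 0.1% DMSO, 0.02–20 µM confirmation series. Incubation: compound exposure 24 h at 37°C. Detection: beta-catenin immunostaining with DAPI counterstain, 20x imaging, 6 fields/well. Read-out basis: Nuclear/cytoplasmic beta-catenin signal ratio, % activation.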
# Dynein transport: inhibitors of GR-EGFP nuclear translocation, primary screen, dynein cargo transport inhibitor project, imaging, high-content, 3617.4 mouse cells. test concentration mostly 20 µM; stimulated with dexamethasone, 1 µM; active compounds read low. z-score, hits read low. 220,000 tested, 0.47% active;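 active = plate z-score of nuclear minus cytoplasmic receptor signal below a set negative limit, without overly bright fluorescence or cell loss, cut at about -3.5 in these data, passing the limit was not always enough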;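 also: z-score of nuclear minus cytoplasmic ring GR-EGFP intensity difference per well; some compounds called inactive have numbers as strong as hits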
#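 Schedule: 48 h induction, then 1 h compound, then 30 min agonist, 37 °C. Buffer or medium: tetracycline-free induction medium containing charcoal-stripped FBS. Reagent: 1.0 µM final dexamethasone stimulus. Evaluation: nuclear versus cytoplasmic GR-EGFP signal, averaged per well. Signal: high-content fluorescence imaging after fixation.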
# P. falciparum M17LAP: P. falciparum M17LAP inhibitors, primary screen, biochemical, fluorogenic H-Leu-NHMec substrate, 1536-well (AID 1619) | recombinant M17LAP, H-Leu-NHMec fluorogenic kinetic assay; higher % means a stronger effect | inhibition, % at 30 µM, or IC50 in µM where a hit was titrated | 220,000 tested, 0.38% active;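 active = compound inhibiting the enzyme by more than half at any dose during confirmatory dose-response retesting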;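 also: plate controls were full reaction with DMSO carrier for no effect and no enzyme background for full effect; strong numbers were not always called active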
# Autophagy HCS: autophagy modulators in MEF cells, primary screen, imaging, high-content, MEF GFP-LC3; calls only at 10 µM (by protocol); MEF GFP-LC3 puncta imaging; test concentration mostly 10 µM; 190,000 tested, 0.98% active;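 active = percentage of spot-positive cells more than 3 SD above its plate mean, without a fluorescence outlier flag or 80% toxicity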;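 also: spot-positive cell cutoff set from DMSO-treated cells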
# Yfh1-depleted yeast: enhancers of respiration in Yfh1-depleted yeast, dose response, Friedreich's ataxia, plus single-dose screen (AID 1465). one-dose fold induction at 50 µM; EC50 in µM for titrated hits. S. cerevisiae Yfh1-off respiration, WST-1 reduction, 72 h; higher fold induction means a stronger effect. 220,000 tested, 0.074% active;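 active = fold induction of absorbance versus untreated yeast above a set limit, then at least 30% activation at any dose in follow-up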;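 also: activators that raise dye reduction in frataxin-depleted yeast; strong numbers were not always called active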
# T cell HTS: modulators of CD8 T cell-vesicle binding, primary screen, mouse 2C CD8+ T cells, flow cytometry. 2C CD8+ T cell-vesicle binding; active compounds read low. calls only at 7 µM. 330,000 tested, 0.068% active;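 active = response, share of CD8 T cells binding vesicles, and their 90th percentile fluorescence all below set limits, cut at about 80% in these data, passing the limit was not always enough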
#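 Material: 2C TCR transgenic mouse naive CD8+ T cells, MACS-purified. Also added: QL9-charged Drosophila Ld/ICAM-1/B7-1 vesicles. Timing: binding 1.5 h at 37 °C. Measured by: high-throughput flow cytometry with anti-B7-1 and anti-CD8 staining. Read-out: percent CD8+ FL2 mean versus row control. Controls: Unloaded micro-vesicles (low), QL9 vesicles with 0.7% DMSO (high).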
# M1AAP inhibition: P. falciparum M1AAP inhibitors, biochemical, fluorogenic H-Leu-NHMec substrate, 1536-well (AID 1445); recombinant M1AAP, H-Leu-NHMec fluorogenic kinetic assay; higher % means a stronger effect; 220,000 tested, 0.42% active; inhibition, % at 30 µM; hits with a dose series show IC50 in µM;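 active = primary inhibition above the hit cutoff, then over 50% inhibition at one or more dose response concentrations, cut at about 23% in these data, passing the limit was not always enough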;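 also: plate controls were DMSO full reaction for no effect and no enzyme background for full effect; strong numbers were not always called active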
# WT yeast gro inh mutant strain: second read-out of WT yeast gro inh, no call of its own (marks repeat the call); inhibition, %; mitochondrial fusion phenotypic screen, mutant strain inhibition
# Dynein transport cytoplasmic EGFP: second read-out of Dynein transport, no call of its own (marks repeat the call); z-score; measured here: cytoplasmic GR-EGFP intensity; active compounds read high
# Dynein transport nuclear GR-EGFP: further read-out of Dynein transport, marked with its call; z-score; measured here: nuclear GR-EGFP intensity;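 lower value marks the stronger effect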
# Dynein transport cell count: second read-out of Dynein transport, no call of its own (marks repeat the call); z-score; measured here: cell count per field
# b-catenin transl cell count 5 µM: second read-out of b-catenin transl, no call of its own (marks repeat the call); cell count; measured here: cell count, cytotoxicity flag
# T cell HTS vesicle-bound %: also measured in T cell HTS; calls as there; double positive events, %; measured here: CD8+ vesicle-bound cell fraction;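 binding gate set so that unloaded-vesicle control wells show 10% double positive cells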
# MT stabilizer Hoechst-high %: also measured in MT stabilizer; calls as there; % Hoechst-high responders; measured here: nuclear condensation Hoechst responders;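 share of cells brighter than vehicle mean plus two SD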
# MT stabilizer cytotoxicity %: also measured in MT stabilizer; calls as there; toxicity, %; measured here: cytotoxicity by cell density;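 0% = mean cell density of plate MIN control wells and 100% = no cells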
# Autophagy HCS cell loss 18 h: further read-out of Autophagy HCS, marked with its call; toxicity, %; measured here: cell loss, nuclei count;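 cell loss after 18 h compound exposure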
# * = called active by the depositor; i = inactive; . = not tested or not shown.
SMILES	WT yeast gro inh	WT yeast gro inh mutant strain	MT stabilizer	MT stabilizer Hoechst-high %	MT stabilizer cytotoxicity %	b-catenin transl	b-catenin transl cell count 5 µM	Dynein transport	Dynein transport cytoplasmic EGFP	Dynein transport nuclear GR-EGFP	Dynein transport cell count	P. falciparum M17LAP	Autophagy HCS	Autophagy HCS cell loss 18 h	Yfh1-depleted yeast	T cell HTS	T cell HTS vesicle-bound %	M1AAP inhibition
CN(C)S(=O)(=O)c1cccc(C(=O)NC2CCCc3ccccc32)c1 (stereo unspecified)	12	0	2.6	0.9	6.9	.	.	1.8	-0.32	1.4	0.25	2%	i	6	.	i	24	-1%
O=C1C2C3C=CC(C3=C3CCCCC3)C2C(=O)N1Cc1ccccc1 (stereo unspecified)	12	4	6.3	3.0	3.5	.	.	-0.81	-0.28	-0.28	0.85	-4%	i	13	i	.	.	12%
C=CCCCOc1ccc(C(=O)O)cc1	-15	-3	1.2	2.2	22	-0.4	936	0.51	-0.16	0.28	0.24	15%	i	3	i	i	50	4%
O=c1ccn(Cc2ccccc2)c(=O)n1Cc1ccccc1	-15	-10	3.0	1.6	4.9	.	.	-0.59	-0.24	-0.37	0.35	-3%	i	-3	i	i	33	0%
COc1ccc(Nc2nc(NCc3ccco3)nc(N3CCOCC3)n2)cc1	.	.	.	.	.	-0.9	1315	-0.26	-0.18	0.65	-0.086	8%	.	.	i	i	23	5%
CCn1c(SCC(=O)Nc2ccc(C(C)=O)cc2)nc2ccccc21	4	-21	3.9	3.3	8.2	.	.	-0.61	0.29	-0.3	-0.04	-6%	i	-5	i	i	43	7%
COc1ccc(N/C(N)=N/c2nc(CSc3nnc(C)s3)cc(=O)[nH]2)cc1	-7	-4	4.4	1.9	3.7	-1.0	919	-0.65	-0.25	-0.21	0.77	-11%	i	6	i	i	60	-3%
COc1cccc(=O)c2c(C)n(C)c(C)c12	-2	9	2.6	0.1	49	1.0	998	-0.49	-0.26	0.07	-0.48	0%	i	3	i	i	6	6%
CCOc1ccccc1NC(=O)Cn1cnc2c(cnn2-c2ccc(C)c(C)c2)c1=O	-7	-4	2.4	1.0	9.2	-1.9	888	-0.62	-0.028	-0.32	0.7	0%	i	-6	i	i	50	2%
CCOc1ccccc1NC(=O)CSc1nnc(-c2cnccn2)n1C	1	4	5.6	2.9	5.3	-0.6	1514	-0.8	-0.34	-0.38	0.59	-1%	i	-9	i	i	49	2%
O=C(CSc1nc2ccccc2s1)N1CCOCC1	-3	-11	2.4	1.9	7.6	-0.4	1034	-1.2	-0.24	-0.42	0.21	-1%	i	3	i	i	6	10%
COc1ccc(-c2nn(-c3ccccc3)cc2/C=C/C(=O)OCC(=O)Nc2ccccc2C#N)cc1	0	3	4.4	2.8	0.5	-0.4	1463	-0.76	-0.25	-0.14	0.2	11%	i	23	i	i	26	18%
Cc1ccc(-c2nc(C#N)c(NCCCn3ccnc3)o2)cc1	-3	-10	1.6	1.7	6.8	1.0	1605	0.052	-0.17	-0.022	-0.34	-54%	i	-9	i	i	41	2%
COc1ccc(Cn2c(C)cc3c(c2=O)C(c2cccs2)C(C#N)=C(N)O3)cc1OC (stereo unspecified)	3	-11	3.7	1.5	3.4	-1.8	1163	-0.35	-0.056	-0.33	0.4	-5%	i	2	i	.	.	-1%
O=C(COC(=O)c1ccc(NS(=O)(=O)c2ccc(Br)s2)cc1)NC1CCCC1	-3	7	2.5	2.1	8.5	-2.9	1089	-0.45	-0.23	-0.62	0.71	34%	i	6	i	i	63	4%
COc1ccc(Br)cc1/C=N/n1c(C)nnc1C	-1	-11	3.7	2.7	10	-0.4	1097	1.8	-0.23	1.8	-0.68	4%	i	2	i	i	28	7%
CCOc1ccc(NC(=O)c2ccc(CSc3nnnn3C)cc2)cc1	7	7	2.1	1.9	6.2	-1.2	907	0.15	-0.2	0.16	0.47	-1%	i	-1	i	i	5	2%
Cn1cc(S(=O)(=O)CC(=O)Nc2ccc(Br)cc2)c2ccccc21	-6	-3	6.1	1.7	7.1	.	.	-0.42	-0.16	-0.22	-0.012	5%	i	2	i	i	43	5%
CC(=O)c1cccc(NC(=O)N2CCCc3ccccc32)c1	-17	-24	3.4	1.2	5.9	-0.7	1176	-0.56	-0.26	-0.49	0.53	-5%	i	3	i	i	43	8%
Cn1c(SCc2ccc(C#N)cc2Cl)nc2ccccc21	20	-1	5.0	1.5	3.6	-5.1	1067	-0.67	-0.3	0.019	0.97	7%	i	13	i	i	33	6%
CC(=C/c1ccccc1)/C=N/n1c(-c2ccco2)n[nH]c1=S	17	-23	0.9	1.3	5.6	-0.7	1281	-0.2	-0.22	-0.21	0.32	3%	i	-8	i	i	38	7%
COC(=O)CCNc1ccc2c(c1)OCCO2	-7	-9	5.2	3.3	10	-7.9	916	0.15	-0.29	0.14	0.1	-6%	i	1	i	i	12	9%
O/C(=C\c1ccc2ccccc2n1)c1ccc(O)cc1O	3	-5	4.6	3.1	5.4	-1.9	1098	-0.78	0.39	-0.55	0.59	18%	i	8	i	i	47	6%
CCOC(=O)c1c(NC(=O)CSc2nnc(Cc3ccccc3)o2)sc(C)c1C	2	-7	3.1	1.1	6.8	-0.6	1115	1	-0.09	0.41	-0.49	-3%	i	1	i	i	6	-4%
CC1(C)CC(=O)C(C=NCCN2CCN(CC(=O)Nc3ccc(Cl)cc3)CC2)=C(O)C1	-7	9	8.8	2.6	9.1	-3.1	1019	-0.56	-0.3	0.069	1.4	2%	i	-1	i	i	36	7%
COC(=O)/C=C1\SC(N2CCOCC2)=C(c2ccc(OC)cc2)C1=O	13	15	4.7	1.9	2.8	-2.3	1099	-0.31	-0.22	-0.19	0.32	16%	i	29	i	i	41	6%
CCn1cc(C2CC(=O)NC2=O)c2ccccc21 (stereo unspecified)	.	.	.	.	.	-1.1	1336	1.3	-0.068	1.4	-2	2%	.	.	i	i	49	3%
COCCOCCn1c(/C=C/c2ccccc2)nc2ccccc21	28	36	6.2	2.1	6.5	-5.0	1111	1.4	-0.28	1.5	-0.52	-6%	i	12	i	i	50	10%
COc1ccc(N2C(=O)CC(n3cnc4ccccc43)C2=O)cc1 (stereo unspecified)	5	9	2.2	2.1	10	.	.	-0.35	0.18	0.057	-0.049	-1%	i	-3	i	i	48	4%
COc1ccc(Nc2nc3ccc(C)cn3c(=O)c2/C=N/O)cc1	-19	3	5.5	3.8	7.5	-0.4	1052	-0.33	-0.22	0.11	-0.019	0%	i	-1	i	i	57	7%
COCCn1c(SCC(=O)NC(=O)NCc2ccccc2)nc2ccccc21	19	25	2.9	1.9	15	-11	1308	0.21	-0.21	0.28	0.58	8%	i	19	i	i	58	-1%
COc1cccc(OC)c1OCCCSc1nc(C)cc(=O)[nH]1	-4	-18	1.4	1.6	6.8	.	.	-1.3	-0.18	-0.72	0.7	24%	i	9	i	i	26	6%
Cc1ccc(NC(=O)CSc2nnc(N)s2)c([N+](=O)[O-])c1	-2	-4	3.2	2.5	1.9	1.1	1089	0.74	-0.26	0.46	-0.47	27%	i	0	i	i	64	2%

# Full records as entered above. Screens in order: WT yeast gro inh, WT yeast gro inh mutant strain, MT stabilizer, MT stabilizer Hoechst-high %, MT stabilizer cytotoxicity %, b-catenin transl, b-catenin transl cell count 5 µM, Dynein transport, Dynein transport cytoplasmic EGFP, Dynein transport nuclear GR-EGFP, Dynein transport cell count, P. falciparum M17LAP, Autophagy HCS, Autophagy HCS cell loss 18 h, Yfh1-depleted yeast, T cell HTS, T cell HTS vesicle-bound %, M1AAP inhibition
# Shown for O=c1ccn(Cc2ccccc2)c(=O)n1Cc1ccccc1 : -15, -10, 3.0, 1.6, 4.9, ., ., -0.59, -0.24, -0.37, 0.35, -3%, i, -3, i, i, 33, 0%
# Shown for CC1(C)CC(=O)C(C=NCCN2CCN(CC(=O)Nc3ccc(Cl)cc3)CC2)=C(O)C1 : -7, 9, 8.8, 2.6, 9.1, -3.1, 1019, -0.56, -0.3, 0.069, 1.4, 2%, i, -1, i, i, 36, 7%
# Shown for COCCOCCn1c(/C=C/c2ccccc2)nc2ccccc21 : 28, 36, 6.2, 2.1, 6.5, -5.0, 1111, 1.4, -0.28, 1.5, -0.52, -6%, i, 12, i, i, 50, 10%
# Shown for Cc1ccc(NC(=O)CSc2nnc(N)s2)c([N+](=O)[O-])c1 : -2, -4, 3.2, 2.5, 1.9, 1.1, 1089, 0.74, -0.26, 0.46, -0.47, 27%, i, 0, i, i, 64, 2%
